Screens from PubChem BioAssay.
sdo1 growth: compounds rescuing growth of sdo1-depleted yeast, bone marrow failure model | hit rate 0.21% among 140,000 | AID 817 | S. cerevisiae sdo1-depleted JHY4D growth rescue, OD600 30 h; hits give high values; pdr5 snq2 efflux-pump mutant strain | z-score at 10 µM;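 active = z-score above 3 at both the 24 hr and the 30 hr optical density reads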;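 note: z-score against mean and SD of all compound wells on the same plate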
Insulin prom inh: TRM-6 insulin promoter activity inhibition. TRM-6 cells (human fetal islet line), insulin promoter-eGFP reporter, imaging; reporter expression induced with tamoxifen. inhibition, % at 2 µM. hit rate 0.9% among 130,000. AID 1273;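 active = inhibition above the mean plus 3 SD, with well images judged a real hit on visual review, cut at about 60% in these data, passing the limit was not always enough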
sdo1 growth Rescue 24 h: further read-out of sdo1 growth, marked with its call; z-score; S. cerevisiae sdo1-depleted JHY4D growth rescue, OD600; measured here: growth rescue at 24 h;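 0 is the plate mean of compound wells and units are plate SD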
The depositor's hits bear a star; / = not tested or not shown. Not all compounds are listed. The share of hits here may be higher or lower than overall.

The line under a structure holds: sdo1 growth	sdo1 growth Rescue 24 h	Insulin prom inh
(1) COC(=O)C(NC(C)=O)(Nc1nc2c(s1)CCCC2)C(F)(F)F (stereo not given)
  0.51	0.16	12.5
(2) COC(=O)c1nnn(-c2nonc2N)c1CSc1nnc(N)s1
  /	/	41.7
(3) CC(C)(C)c1ccc(C(=O)Nc2ccc(N3CCOCC3)cc2)cc1
  -1.03	-1.51	-11.4
(4) Oc1c(C(Nc2cccc(C(F)(F)F)c2)c2cccnc2)ccc2cccnc12 (stereo not given)
  -1.06	-1.37	47.4
(5) Cc1ccc(CN2CCN(/N=C/c3cccs3)CC2)cc1
  1.34	0.54	25.0
(6) Cc1ccc2[nH]c3c(c2c1)CN(C(=O)CN(C)CC1OCCO1)CC3
  1.47	1.94	11.1
(7) COC(=O)c1ccc(NC(=O)Nc2ccc(C)cc2)cc1
  1.04	1.5	52.2
(8) Cc1ccc(S(=O)(=O)NCCn2c(C)cc3ccccc32)cc1
  -0.66	0.01	-63.6
(9) COc1ccc2c(C)cc(N3CCN(c4ccc(F)cc4)CC3)nc2c1
  -1.59	-1.28	20.0
(10) COc1ccc(-c2c3c(nc4sc5c(Cl)nc(C)nc5c24)CCC3)cc1
  -0.46	1.91	-30.0
(11) CCOc1ccc(NC(=O)CCCN2C(=S)NC(C)(C)CC2C)cc1 (stereo not given)
  0.21	0.22	-46.0
(12) Cc1cc(C)c2nc3c(c(C(=O)O)c2c1)CCC3
  1.11	1.46	-11.1
(13) COc1ccc(OC)c(NS(=O)(=O)Cc2ccccc2)c1
  0.66	1.51	/
(14) C=CC#CC[N+]1(CC#Cc2ccccc2)CCOCC1
  0.18	-0.32	-3.3
(15) COc1cccc(N(CC(=O)NC(C)c2ccccc2)S(C)(=O)=O)c1 (stereo not given)
  -0.38	-0.04	/
(16) COCNc1nc(OCC#N)nc(N(C)C)n1
  0.18	0.45	/
(17) COc1cccc(/C(N)=N/OC(=O)Cc2ccccc2[N+](=O)[O-])c1
  /	/	-23.5
(18) Clc1cccc(NCc2cn3cccnc3n2)c1
  /	/	7.1
(19) CC(C(=O)OCn1nnc2ccccc2c1=O)N1C(=O)c2ccccc2C1=O (stereo not given)
  -0.38	-0.39	55.6
(20) COc1ccc(C2N=C(N)N=C(N)N2c2ccccc2)cc1OC (stereo not given)
  0.82	0.49	/
(21) O=C(/C=C/c1ccc(Br)o1)OCc1ccccc1
  0.7	0.69	-41.4
(22) O=C(OCn1nnc2ccccc2c1=O)C1COc2ccccc2O1 (stereo not given)
  0.07	-0.58	/
(23) CC(C)Oc1cccc(C(=O)NC(=S)Nc2cccnc2)c1
  -0.23	-0.66	57.1
(24) CCC1(C)Cc2ccccc2-c2nc3n(c(=O)c21)CCS3 (stereo not given)
  -0.57	-0.41	16.7
(25) CCC(Sc1ccc(C(=O)O)cc1)C(=O)O (stereo not given)
  0.38	0.77	13.2
(26) O=C(Nc1nc(-c2ccccc2)cs1)c1ccc2c(=O)n3c(nc2c1)CCCCC3
  -0.23	-0.06	20.6
(27) CC1=C(C(=O)Nc2cccnc2)C(c2ccc3c(c2)OCO3)C2=C(CCCC2=O)N1 (stereo not given)
  0.29	-0.13	25.8
(28) c1ccc(C2CNCc3c2ccc2ccccc32)cc1 (stereo not given)
  -0.88	-1.37	42.9
(29) CCCCc1nnc(NC(=O)c2nc3nccc(C)n3n2)s1
  /	/	-58.3
(30) Cc1ccc(CSc2nnc(SCC(=O)N/N=C/c3c[nH]c4ccccc34)s2)cc1
  /	/	30.0
(31) CC(=O)Nc1ccc(SC(C)C(=O)NC(N)=O)cc1 (stereo not given)
  -0.48	-1.11	-43.2
(32) CC(C)(C)C(=O)C[n+]1ccc(C(N)=O)cc1
  -0.54	-1.31	28.6
(33) CCCCC(=O)NS(=O)(=O)c1ccc(N=NN2CCOCC2)cc1
  0.97	0.79	3.5
(34) CC1(C)C(=O)C2(CCCCC2)C(=O)OC1c1cccc([N+](=O)[O-])c1 (stereo not given)
  -0.39	-1.18	-90.3
(35) CCOc1cc(C(=O)Nc2cccc(C(C)=O)c2)ccc1OCC(=O)N1CCCCC1
  /	/	42.9
(36) CCc1ccccc1NC(=O)CN(C)S(=O)(=O)c1ccc2c(c1)c(=O)n(C)c(=O)n2C
  0.24	-0.64	/
(37) Cc1ccc(C)c(Cn2c(=O)n(CCCC(=O)NCc3ccco3)c(=O)c3ccccc32)c1
  -1.18	-1.28	-68.8
(38) CCN(c1ccccc1)S(=O)(=O)c1ccc(Cl)c(NC(=O)COC(=O)c2ccc(O)cc2)c1
  -0.23	-0.31	/
(39) CCOc1cc(CNCC2CCCO2)cc(Br)c1OCC(N)=O (stereo not given)
  3.12	0.29	-23.5
(40) COc1ccccc1NC(=S)N(Cc1ccco1)Cc1cc2cccc(C)c2[nH]c1=O
  -0.56	-0.59	10.5
(41) Cc1ccc(C(=O)Nc2onc(C)c2C#N)cc1
  1.06	0.58	-26.7
(42) c1ccc(CSc2ccc(-c3cccnc3)nn2)nc1
  /	/	0.0
(43) CCOc1ccc(Cn2ccnc2CCl)cc1[N+](=O)[O-]
  0.24	0.21	/
(44) Cc1cc(C)c2[nH]c(=O)c(CN(C(=O)C3CCCO3)C3CCCC3)cc2c1 (stereo not given)
  0.42	-0.42	6.1
(45) O=C1NC(c2ccccc2)C(C(=O)c2cccs2)=C1O (stereo not given)
  0.14	-0.73	/
(46) CC(=O)Nc1ccc(S(=O)(=O)N2CCN(c3ccccn3)CC2)cc1
  -0.42	-0.62	33.3
(47) Cc1ccc(C)c2nc(N3CCCC3)c(C#N)cc12
  -0.81	0.94	-12.5
(48) CC1=CCP(=O)(c2ccccc2)C1 (stereo not given)
  0.05	-0.35	/
(49) CC1=NN(Cc2ccccc2)C(=O)C1C(c1ccccc1)C(C#N)C#N (stereo not given)
  1.17	-0.2	16.7
(50) Cc1cc(C)cc(N(C(=O)c2snc(C(N)=O)c2N)C(C(=O)NCC2CCCO2)c2cccs2)c1 (stereo not given)
  /	/	25.0
(51) CC1(C)CC(=O)C(C=NCCc2ccccn2)=C(O)C1
  0.59	-0.78	10.0
(52) COc1ccc2nc(NC(=O)c3cc(S(=O)(=O)N4CCOCC4)ccc3C)sc2c1
  -0.71	-1.57	31.2
(53) O=C(NC(=S)Nc1ccccc1N1CCOCC1)c1ccco1
  0.43	0.66	/
(54) Cc1cccc2sc(N(CCCN(C)C)C(=O)CN3C(=O)c4ccccc4C3=O)nc12
  /	/	11.1
(55) O=C(O)CSC(C(=O)Nc1ccc(Br)cc1)c1ccc(Cl)cc1 (stereo not given)
  /	/	17.6
(56) Cc1ccc(S(=O)(=O)CC(O)COc2ccc(F)cc2Cl)cc1 (stereo not given)
  /	/	-7.7
(57) COCCCNC(=O)Cc1coc2ccc3ccccc3c12
  /	/	-6.7
(58) Nc1nc2ccc(S(=O)(=O)N3CCCCC3)cc2s1
  -0.44	-0.96	/
(59) O=C(C(Cc1ccccc1)n1cccc1)N1CCCCC1 (stereo not given)
  0	-0.31	/
(60) Cc1ccc(/C(N)=N/OC(=O)Oc2ccccc2)cc1
  0.86	0.84	17.9

The list goes on:
The line under a structure holds: sdo1 growth	sdo1 growth Rescue 24 h	Insulin prom inh
(61) CC(NC(=O)CN(C)Cc1nc2ccccc2c(=O)[nH]1)c1ccccc1 (stereo not given)
  0.39	0.2	28.6
(62) C=CCNc1nc(-c2ccc(Cl)cc2)cs1
  -0.84	-0.21	11.1
(63) CSc1nc(C)cc(SCC(=O)N/N=C/c2ccccc2)n1
  -0.32	-0.59	20.0
(64) O=C(CSc1ncn[nH]1)N1CCN(S(=O)(=O)c2ccc(Cl)cc2)CC1
  0.1	0.39	19.4
(65) CCOc1cc(C2C3=C(CC(C)(C)CC3=O)Nc3n[nH]c(C)c32)ccc1O (stereo not given)
  /	/	-81.8
(66) CN(C)CC(C)(C)NS(=O)(=O)c1ccc(Cl)cc1
  -0.4	-1.05	/
(67) COc1cc(OC)cc(C(=O)NCCCN2CCN(CCCNC(=O)c3cc(OC)cc(OC)c3)CC2)c1
  -0.15	0.29	21.6
(68) CCCCCCn1c(SCCCC)nc2c1c(=O)[nH]c(=O)n2C
  -0.14	0.48	38.7
(69) O=C(COc1ccc(Cl)cc1)Nc1ccc(Cl)cn1
  0.82	-0.24	10.0
(70) CNC(=O)c1cc(C(=O)c2ccc(C(F)(F)F)cc2F)c[nH]1
  /	/	-3.7
(71) CC1(C)CC(=O)C2=C(C1)OC1=C(C(=O)CC(C)(C)C1)C2c1cc([N+](=O)[O-])cc([N+](=O)[O-])c1O
  /	/	-33.3
(72) Cc1ccc(-c2oc3ncnc(N)c3c2-c2ccc(C)cc2)cc1
  -1.15	0.06	38.9
(73) COc1ccc(NC(=O)C(NC(=O)c2ccc(=O)[nH]c2)c2ccc(C)cc2)cc1 (stereo not given)
  0.26	-0.35	-44.4
(74) Cc1ccc(S(=O)(=O)NC2=NCN(CCOC(=O)c3ccccc3)CN2)cc1
  0.59	0.36	15.6
(75) CCN(CC)S(=O)(=O)c1ccc2c(c1)nc(CCC(=O)OCC(=O)Nc1c(F)cccc1F)n2C
  1.35	1.33	15.4

Complete entries as entered above.
O=C(CSc1ncn[nH]1)N1CCN(S(=O)(=O)c2ccc(Cl)cc2)CC1 in the list: sdo1 growth: 0.1; sdo1 growth Rescue 24 h: 0.39; Insulin prom inh: 19.4
CCOc1cc(C2C3=C(CC(C)(C)CC3=O)Nc3n[nH]c(C)c32)ccc1O (stereo not given) in the list: sdo1 growth: /; sdo1 growth Rescue 24 h: /; Insulin prom inh: -81.8
C=CCNc1nc(-c2ccc(Cl)cc2)cs1 in the list: sdo1 growth: -0.84; sdo1 growth Rescue 24 h: -0.21; Insulin prom inh: 11.1

Further structures follow:
The line under a structure holds: sdo1 growth	sdo1 growth Rescue 24 h	Insulin prom inh
(76) O=C(NCc1ccc2c(c1)OCO2)c1ccc(CSCc2ccccc2Cl)o1
  -1.59	-1.52	-30.0
(77) CC(=O)N1Cc2ccccc2C(C)CC12CCCCC2 (stereo not given)
  -1.01	-0.69	-86.2
(78) O=C(Nc1ccc(C(F)(F)F)cc1)c1cc(S(=O)(=O)NCC2COc3ccccc3O2)ccc1F (stereo not given)
  -1.45	-1.19	6.7
(79) COc1ccccc1NC(=O)COC(=O)c1cnccn1
  0.72	0.04	35.7
(80) CCOc1ccc(-n2c(SC)nc3c(c2=O)SCC3)cc1
  -0.53	-0.53	23.1
(81) CCc1cc(C(=O)OC)c(NC(=O)CC2NCCNC2=O)s1 (stereo not given)
  2.29	6	53.5
(82) O=C1C(=O)N(CNc2cccnc2)c2ccccc21
  0.94	0.61	/
(83) COc1cc(C2c3c(-c4ccccc4)n[nH]c3C(=O)N2c2ccc(C(=O)O)cc2)ccc1O (stereo not given)
  -0.11	-0.81	/
(84) CCOC(=O)c1c(C)c(C(=O)NCc2ccc(OC)cc2)c(C)n1C
  /	/	0.0
(85) O=C(O)[C@H](Cc1ccccc1)N1Cc2ccccc2C1=O
  0.46	-0.19	/
(86) NC(=O)C1CCN(C(c2ccccc2F)c2nnnn2Cc2ccco2)CC1 (stereo not given)
  1.06	0.93	-20.0
(87) Cc1ccc(C(C)C)c(OCc2ccc(C(=O)N/N=C/c3cccc(O)c3O)cc2)c1
  1.86	2.8	-21.1
(88) Cc1cc(S(=O)(=O)Nc2ccccc2C(=O)O)ccc1Cl
  1.13	0.59	-100.0
(89) Cc1oc(-c2cccs2)[n+]([O-])c1C
  1.55	1.83	/
(90) COc1ccc(C(=O)NCCC(C)C)cc1S(=O)(=O)N1CCOCC1
  -0.13	-1.33	-58.4
(91) Cc1ccc(CNC(=O)C2=CCN(S(=O)(=O)c3ccc(C)cc3)CC2)cc1
  0.2	-0.34	12.2
(92) CC1CCC(C(C)C)C(OC(=O)COC(=O)c2cc(O)ccc2N)C1 (stereo not given)
  -1.94	-0.7	35.7
(93) CS(=O)(=O)N(CC(=O)N1CCCCCC1)c1ccc2c(c1)OCCO2
  0.19	-0.45	-7.7
(94) Cc1ccc(NS(=O)(=O)c2ccc3c(c2)oc(=O)n3C)cc1F
  0.27	0.14	/
(95) Nc1cccnc1Sc1cccc(Cl)c1
  -0.21	-0.19	/
(96) CCOC(=O)c1sc(NC(=O)c2cc3ccccc3o2)nc1C
  /	/	50.0
(97) COc1ccc(/C(=N/O)C(C)(C)NO)cc1
  -0.77	-0.96	-18.3
(98) COc1ccc(CN(C)Cc2ccccc2)c(OC)c1OC
  0.75	0.44	16.7
(99) C=CCn1c(Cc2csc(N)n2)nnc1SCC(=O)Nc1ccc(C(=O)OCC)cc1
  1.33	1.69	33.3
(100) Cc1ccc(-n2nnnc2SCC(=O)Nc2c(C)n(C)n(-c3ccccc3)c2=O)cc1
  -0.54	-0.56	-42.9
(101) Cc1ccc2[nH]cc(C(=O)CCl)c2c1
  -1.53	-1.22	-3.6
(102) COc1ccc2[nH]c(=O)c(CN(Cc3ccccc3)Cc3nnnn3CC3CCCO3)cc2c1 (stereo not given)
  -0.78	-1.39	-114.3
(103) Cc1ccc(NC(=O)c2cccc(NC(=O)CCC(=O)O)c2)cc1C
  /	/	7.1
(104) CC(C)Sc1cc(N2CCCC2)nc(-c2ccc(F)cc2)n1
  -1.24	-1.26	16.7
(105) CCc1c(C)sc(NC(=O)C2CC2c2ccccc2)c1C(N)=O (stereo not given)
  -1.28	-1.54	57.1
(106) COc1cc([N+](=O)[O-])cc(CN2CCCCC2)c1O
  -0.59	-0.79	-9.3
(107) CCOc1ccc(C(C)=O)cc1CC(C(N)=O)C(N)=O
  0.87	0.66	-34.8
(108) Cc1ccc(SCCC(=O)Nc2cc(C)on2)cc1
  /	/	11.1
(109) CCn1c2ccc(C)cc2c2nnc(NN)nc21
  1.14	1	/
(110) COC(=O)/C(C(C)=O)=C(/C=C/C=C/N(C)C)N(C)C
  -0.29	-0.71	13.3
(111) Cc1cc(Cl)cc(Cl)c1CNc1c([N+](=O)[O-])c(=O)oc2ccccc12
  -0.56	-0.73	52.6
